USP2a block – qHTS Assay for Inhibitors of Ubiquitin-specific Protease USP2a Using CHOP2 as the Reporter. USP2 core, Ub-CHOP2 coupled fluorogenic reporter, 485/531. Potency, µM (series often up to 38.3 µM), inactives show top-dose activity change, negative = inhibition, usual class: inhibitors. 330,000 tested, 0.01% active. AID 463254, 2010;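 note: potency is the fitted concentration of half-maximal effect; plate controls were DMSO wells for no effect and full inhibition by NEM control for full effect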
Target sequence (O75604 whole entry, looked up): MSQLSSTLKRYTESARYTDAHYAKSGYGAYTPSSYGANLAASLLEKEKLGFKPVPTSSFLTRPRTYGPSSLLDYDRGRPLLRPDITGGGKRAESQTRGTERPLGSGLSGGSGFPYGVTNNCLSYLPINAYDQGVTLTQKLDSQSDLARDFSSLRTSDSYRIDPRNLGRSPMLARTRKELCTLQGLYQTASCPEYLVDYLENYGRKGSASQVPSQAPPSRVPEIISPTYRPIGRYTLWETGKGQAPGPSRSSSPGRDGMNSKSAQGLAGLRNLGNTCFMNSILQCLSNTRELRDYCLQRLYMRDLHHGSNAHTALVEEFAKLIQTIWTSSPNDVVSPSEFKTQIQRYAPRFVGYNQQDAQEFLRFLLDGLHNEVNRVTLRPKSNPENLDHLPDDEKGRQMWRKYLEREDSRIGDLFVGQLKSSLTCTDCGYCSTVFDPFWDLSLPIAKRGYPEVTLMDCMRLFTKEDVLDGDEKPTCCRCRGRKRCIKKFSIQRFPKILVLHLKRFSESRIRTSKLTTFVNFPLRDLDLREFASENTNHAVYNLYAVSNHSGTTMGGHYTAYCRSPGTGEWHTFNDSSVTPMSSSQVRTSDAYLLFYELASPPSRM
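USP2 core (10nM final) preincubated 30min RT with compound in 20mM Tris-HCl pH 8.0, 2mM CaCl2, 2mM beta-mercaptoethanol, 0.05% CHAPS; 25nM Ub-CHOP2 plus 25nM reporter substrate added, fluorescence (Ex485/Em531) read after 60min.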
TSG101-PTAP inh – qHTS Assay for Iinhibitors of HIV-1 Budding by Blocking the Interaction of PTAP/TSG101; Tumor susceptibility gene 101 protein (Homo sapiens), Q99816; Fluorescence polarization, FITC-PTAP peptide / Tsg101 binding; Potency, µM (titrated, usually from 115 µM), without a hit: at the highest dose activity change, negative = inhibition, most hits filed as inhibitors; 340,000 tested, under 10 active; AID 493005, 2010; active = well fitted inhibition curve with a large enough effect in the main read-out, with a control signal flat, not every such curve was filed as active; inconclusive = small, poorly fitted or top-dose-only effect, or effect the other way, or a change in a side signal; inactive = no such curve, though single readings can be large or run the other way; note: potency is the fitted concentration of half-maximal effect; % of control where 0% means no effect
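Tsg101 binding domain (10 uM final) was mixed with compound and a FITC-labeled PTAP peptide (50 nM final) in HEPES pH 7.5 buffer with NaCl, Tween 20, EDTA and TCEP; fluorescence polarization was read after 20 min at r.t.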
Eya2 inh – qHTS Assay for Inhibitors of the Phosphatase Activity of Eya2. Protein phosphatase EYA2 (Homo sapiens), O00167. recombinant Eya2, OMFP fluorescence dephosphorylation (OMFP is methylfluorescein phosphate). Potency, µM (highest dose often 76.9 µM), for inactives: top-dose activity, negative = inhibition, most hits filed as inhibitors. 330,000 tested, 0.006% active. AID 488837, 2010; note: potency is the fitted concentration of half-maximal effect; % is set by controls: 0 for no effect and ±100 for the full control effect
Target sequence (O00167 whole entry, looked up): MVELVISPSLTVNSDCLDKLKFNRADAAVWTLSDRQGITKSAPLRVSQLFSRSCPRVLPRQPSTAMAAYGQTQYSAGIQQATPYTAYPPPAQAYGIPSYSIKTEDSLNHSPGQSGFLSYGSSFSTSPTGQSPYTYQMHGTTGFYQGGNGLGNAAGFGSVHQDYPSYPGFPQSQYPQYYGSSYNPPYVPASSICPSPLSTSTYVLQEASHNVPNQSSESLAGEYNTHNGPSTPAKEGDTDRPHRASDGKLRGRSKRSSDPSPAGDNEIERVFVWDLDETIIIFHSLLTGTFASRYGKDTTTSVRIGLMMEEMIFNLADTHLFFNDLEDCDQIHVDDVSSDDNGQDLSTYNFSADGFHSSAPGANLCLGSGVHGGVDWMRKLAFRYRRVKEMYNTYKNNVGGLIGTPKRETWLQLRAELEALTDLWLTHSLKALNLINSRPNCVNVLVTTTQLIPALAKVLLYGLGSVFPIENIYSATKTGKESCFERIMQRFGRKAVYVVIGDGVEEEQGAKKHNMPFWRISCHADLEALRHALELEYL
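Eya2 protein (added as 0.2 uM solution) was preincubated with compound for 10 min at ambient temperature in 50 mM HEPES pH 7.5, 50 mM NaCl, 5 uM MgCl2, 0.05% BSA, 1 mM DTT. OMFP (added at 50 uM) then reacted 10 min; fluorescence read at 485/525 nm.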
uPA surface inh – qHTS for Inhibitors of Cell Surface uPA Generation. cell surface uPA generation assay, qHTS. Potency, µM (top dose mostly 38.3 µM), for inactives: at the highest dose activity change, negative = inhibition, most hits filed as inhibitors. 330,000 tested, 0.31% active; active = well fitted inhibition curve with a large enough effect; inconclusive = small, poorly fitted or top-dose-only effect; inactive = no such curve, though single readings can be large or run the other way; tested in mouse RAW 264.7 cells; note: potency is the fitted concentration of half-maximal effect; % is set by controls: 0 for no effect and ±100 for the full control effect; nearly all actives have a fitted effect of over 55% in size
B2AR arrestin – qHTS assay of beta-arrestin-biased ligands of beta2-adrenergic receptor; Beta-2 adrenergic receptor (Homo sapiens), P07550; AID 492947, 2010; beta-arrestin recruitment to beta2AR, cell-based reporter; Potency, µM (top dose mostly 46.1 µM), inactives show at the top dose activation, most hits filed as activators; 330,000 tested, 0.02% active;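 note: potency is the fitted concentration of half-maximal effect; 0% = DMSO controls and full agonism = EC100 isoproterenol or metaproterenol; nearly all actives have a fitted effect of over 65% in size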
Chronic BCR inh – qHTS Assay to Find Inhibitors of Chronic Active B-Cell Receptor Signaling; ABC-DLBCL IkBa-CBG/CBR reporter, luminescence ratio, 4 h; Potency, µM (highest dose often 46.1 µM), inactives show top-dose ratio change, negative = lower green/red ratio, actives largely listed as inhibitors; 340,000 tested, 0.05% active; AID 493014, 2011; active = well fitted inhibition curve with a large enough effect in the signal ratio, with a control signal flat, not every such curve was filed as active; inconclusive = small, poorly fitted or top-dose-only effect, or effect the other way, or a change in a side signal; the % refers to the signal ratio;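 note: potency is the fitted concentration of half-maximal effect; plate controls were basal doxycycline-induced cells for no effect and cells given 10 µM MG132 for full effect; MG132 reads +100%, hits lower the ratio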
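Compounds up to 46 uM were incubated four hours with TMD8 cells whose green CBG68 luciferase is fused to IkappaBalpha; red CBR luminescence normalised the signal, and concentration-effect curves were fitted to fusion, red and ratio data.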
ELG1 repair inh – qHTS screen for small molecules that inhibit ELG1-dependent DNA repair in human embryonic kidney (HEK293T) cells expressing luciferase-tagged ELG1 | HEK293T ELG1-luciferase reporter, luminescence, 16 h; DNA damage induced by 5-fluorouridine | 330,000 tested, 2.3% active | AID 504467, 2011 | Potency, µM (series often up to 46.1 µM), without a hit: top-dose activity change, negative = inhibition, hits mostly inhibitors; note: potency is the fitted concentration of half-maximal effect; % is set by controls: 0 for no effect and ±100 for the full control effect; nearly all actives have a fitted effect of over 55% in size
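5-Fluorouridine DNA damage + compound/DMSO, 2,000 cells/well, 16 h, 37 °C/5% CO2. ONE-Glo, 30 min RT, luminescence. Readout = decrease in reporter signal.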
Mito fusion yeast – qHTS Assay for Small Molecule Inhibitors of Mitochondrial Division or Activators of Mitochondrial Fusion | AID 485298, 2010 | S. cerevisiae fusion-defective mutant growth rescue, CellTiterGlo 48 h | 320,000 tested, 0.23% active | Potency, µM (top dose mostly 46.1 µM), for the others: top-dose growth rescue (activation), hits mostly activators;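 note: potency is the fitted concentration of half-maximal effect; % of control where 0% means no effect; nearly all actives have a fitted effect of over 45% in size; temperature-sensitive fusion mutants such as fzo1-1 at 37 °C on non-fermentable ethanol glycerol medium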
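Temperature-sensitive fusion-defective S. cerevisiae (e.g. fzo1-1, mgm1-5) were grown with compound in YPEG medium (3% ethanol, 3% glycerol) for 48 hours at 37C. Growth rescue was measured as viability by CellTiterGlo luminescence after 10 minutes at ambient.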
TSHR antagonist – Antagonists of the Thyroid Stimulating Hormone Receptor: HTS campaign; activity change, negative = inhibition, % at 11.5 µM; 330,000 tested, 0.2% active; TSHR-expressing cells, TSH-stimulated cAMP HTRF, 2 h; hits give low values; Thyrotropin receptor (Homo sapiens), P16473;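 active = activity change below a set negative limit, meaning inhibition stronger than a set level, cut at about -70% in these data; inconclusive = activity change between two set negative limits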; note: % is set by controls: 0 for no effect and ±100 for the full control effect
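TSHR-expressing cells, 200/well, pre-treated with compound, then stimulated with EC80 TSH (4nM final) for 2 hours at 37 deg C. cAMP measured by competitive HTRF: anti-cAMP cryptate antibody in lysis buffer plus cAMP-d2, read after 30 minutes at room temperature.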
Tb PFK block – qHTS Assay to Find Inhibitors of T. brucei phosphofructokinase | 330,000 tested, 0.17% active | Potency, µM (series often up to 57.5 µM), for the others: top-dose activity, negative = inhibition, actives largely listed as inhibitors | ATP-dependent 6-phosphofructokinase (Trypanosoma brucei brucei), O15648 | T. brucei PFK, ADP-Glo luminescence;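 note: potency is the fitted concentration of half-maximal effect; 0% = uninhibited 1x PFK enzyme wells and -100% = no-enzyme wells; nearly all actives have a fitted effect of over 60% in size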
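PFK 1.25 nM, F6P 0.5 mM, ATP 0.1 mM, 0.1 M TEA pH 8.0, 5 mM MgCl2, 0.01% Tween20, 0.1% BSA; 45 min RT. ADP-Glo readout. qHTS titration up to 57 uM; curves fitted, compounds curve-classed.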
TCR activator – Activators of T cell receptors: qHTS campaign | primary human leukocytes, anti-CD3, IL-2 HTRF, 48 h | Potency, µM (doses to about 9.22 µM), for inactives: top-dose activation of IL-2 secretion, hits mostly activators | 330,000 tested, under 10 active; note: % of control where 0% means no effect
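IL-2 produced over 48 hr by a-CD3 bead-stimulated primary human leukocytes exposed to compounds was detected with a homogeneous time-resolved FRET immunoassay, 665nm acceptor signal after 320nm excitation.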
Starred values were filed as active, the others as inactive; ? = inconclusive; . = no result given; [ ] = another dose, or the depositor's remark. Unless noted, calls come from the whole dose curve; as a rule, active = well fitted curve in the direction sought with a large enough effect; inconclusive = small, poorly fitted or top-dose-only effect, or another doubt; inactive = no such curve, though single readings can be large; an effect the other way counts as inactive or inconclusive.

structure,TSG101-PTAP inh,Tb PFK block,ELG1 repair inh,Chronic BCR inh,uPA surface inh,B2AR arrestin,Eya2 inh,USP2a block,TCR activator,TSHR antagonist,Mito fusion yeast
O=C(CN1C(=O)NC2(CCCC2)C1=O)NNC(=O)c1ccccc1F,-2%,0%,-5%,?,8%,-0.3%,8%,3%,-12%,22,-1%
CCOC(=O)Cc1csc(SCC(=O)Nc2oc(C)c3c(C)n[nH]c(=O)c23)n1,-2%,1%,15%,1%,4%,-0.9%,-8%,3%,4%,5,-4%
Cc1cc(C(=O)NNC(=O)Nc2cccc(C(F)(F)F)c2)no1,0%,1%,-13%,-1%,3%,-1.0%,0%,-5%,-2%,-6,-3%
CCOC(=O)c1c(/N=C/C2C(=O)CCCC2=O)sc2c1CCCC2,-6%,1%,?,?,-4%,-0.4%,-14%,0%,-9%,25,0%
O=C(c1ccccc1)N1CCC2(CC1)NCCc1[nH]cnc12,-1%,-2%,18%,2%,-18%,-0.2%,-13%,2%,-4%,4,-5%
COc1ccc(CCNCC(O)COc2cccc(Br)c2)cc1OC (stereo unspecified),-5%,-11%,4%,?,0%,-0.3%,2%,-13%,8%,7,-4%
NC(=O)c1cn(-c2ccccc2)nc1-c1cccnc1,-11%,-10%,2%,5%,-1%,-0.2%,-24%,3%,-1%,-3,-3%
COc1ccc(N=C2SC(C(=O)Nc3ccc(F)cc3)CC(=O)N2C)cc1 (stereo unspecified),0%,-1%,-6%,0%,7%,0.1%,0%,0%,-7%,-10,2%
CCOC(=O)c1cc(-c2ccco2)nc2c1c(C)nn2-c1ccccc1,-3%,1%,?,0%,6%,3.0%,15%,-3%,1%,.,-1%
O=C(C1CCCN(Cc2ccncc2)C1)N1CCc2ccccc2C1 (stereo unspecified),2%,-1%,-1%,?,5%,0.1%,-29%,-1%,-4%,2,3%
Cc1ccc(CC(=O)NCCCn2ccnc2)cc1,-1%,2%,5%,0%,-2%,-0.1%,4%,3%,-13%,-3,3%
Cc1cc(C(=O)N/N=C/c2cccn2C)no1,-2%,2%,29%,?,-4%,-2.4%,1%,6%,-4%[46.1 µM],-4,-2%
COC(=O)c1c(-c2ccccc2OC)sc2ccc(OC)cc12,3%,3%,8%,1%,5%,0.2%,5%,-4%,-1%,-4,?
COC(=O)CC1=NN(c2ccc(OC)cc2)C(=O)/C1=C\c1ccc(Cl)cc1,3%,1%,7%,3%,-2%,0.6%,-5%,4%,-2%[46.1 µM],-6,-6%
CSc1ccc(/C=C(\C#N)C(=O)Nc2cccc(C)c2)cc1,0%,-5%,?,-3%,-3%,-0.4%,-3%,0%,0%[46.1 µM],11,6%
COc1ccccc1-[n+]1c(C)cc(/C=C2\Sc3ccccc3N2C)cc1C,?,-2%,?,?,?,14%,?,-2%,-2%,-33,-20%
N#Cc1ccc(C(c2nnnn2C2CCCC2)N2CCC(Cc3ccccc3)CC2)cc1 (stereo unspecified),-3%,1%,?,3%,9%,-0.4%,-2%,0%,0%,4,1%
Cc1ccc(NC(=O)/C(=C/c2cccc([N+](=O)[O-])c2)NC(=O)C2CCCCC2)cc1,-4%,4%,-7%,?,-1%,0.3%,6%,1%,7%,-9,1%
COc1ccc(NC(=O)CSCC(=O)Nc2ccccc2N2CCCC2)cc1,-1%,1%,-16%,6%,-2%,-0.2%,-16%,3%,0%,2,9%
CC(C)(C)c1ccc(C(=O)N2CCC(C(=O)NCCC3=CCCCC3)CC2)cc1,-12%,-2%,-5%,-3%,10%,0.2%,0%,0%,6%,-3,-2%
Cc1ccc(SCC(=O)N2CCc3ccccc32)cc1,-1%,2%,?,13%,-11%,0.4%,6%,3%,-2%[46.1 µM],-8,2%
CCOC(=O)c1nnn(-c2nonc2N)c1CN1CCCC1,-8%,1%,-1%,4%,6%,-0.6%,8%,0%,-1%,13,2%
CC(O)(C#CCN1CCOCC1)c1ccccc1 (stereo unspecified),-1%,-3%,10%,7%,6%,-0.1%,-4%,-1%,12%,1,0%
C=CCOC(=O)C1=C(C)OC(N)=C(C#N)C1c1ccc2c(c1)OCO2 (stereo unspecified),-6%,-12%,26%,-21%,4%,-0.2%,1%,-1%,-2%,2,-5%
Cc1cc(C)n(CC(=O)NNC(=O)CCCOc2ccc(Cl)cc2C)n1,-1%,-6%,1%,2%,3%,0.3%,0%,1%,-11%,1,2%
CCOc1ccc(C(=O)Nc2c3c(nn2C(C)(C)C)CSC3)cc1OCC,-3%,-7%,0%,2%,.,-0.1%,6%,-1%,6%,2,-2%
FC(F)(F)c1ccc(-c2nc(=S)[nH][nH]2)cc1,-1%,2%,?,?,0%,-0.5%,-16%,1%,-2%,-6,11%
O=C(O)CCc1nn2c3ccccc3n(CC(=O)O)c2nc1=O,-10%,5%,-1%,0%,-2%,0.0%,3%,8%,1%,13,1%
O=C(CSc1nccc(=O)[nH]1)Nc1ccc2c(c1)OCCO2,1%,-3%,?,?,-2%,-0.4%,-9%,1%,1%,-3,-4%
COc1cc(C(C(=O)NC2CCCCC2)N(Cc2cccs2)C(=O)Cc2c[nH]c3ccccc23)cc(OC)c1OC (stereo unspecified),-5%,-2%,15µM*,?,1%,0.2%,14%,3%,4%,5,3%
CCCSc1nc(=S)n(Cc2ccccc2)c(C)c1C(C)=O,-4%,-2%,?,?,-12%,0.1%,5%,0%,4%,13,5%
CC1CCN(C(=O)COC(=O)CSc2ccc(C(N)=O)cc2[N+](=O)[O-])CC1,-5%,4%,6%,5%,-6%,0.0%,6%,0%,9%,9,-9%
CCN(CCn1cccn1)Cc1nc(-c2ccccc2)no1,-1%,-3%,12%,0%,11%,-0.4%,3%,0%,0%,1,0%
COc1ccc(-c2oc3ccccc3c(=O)c2OC(C)=O)cc1,-1%,30%,4%,-13%,-5%,0.5%,-1%,-9%,-2%,0,16%
CCCn1c2ccccc2c2cnn(CC(=O)NCCOC)c(=O)c21,-5%,7%,15%,?,-16%,-0.9%,0%,-1%,2%,-9,2%
Cc1cc(C)n2nc(CNS(=O)(=O)c3ccc(CC(C)C)cc3)nc2n1,-1%,-1%,16%,4%,-10%,-0.8%,-26%,0%,-5%,3,1%
CCCN(C(=O)Cc1coc2cc(OC)ccc12)C1CCS(=O)(=O)C1 (stereo unspecified),-1%,-1%,-21%,7%,2%,-0.2%,2%,0%,4%,-4,.
Cn1nnnc1SCC(=O)N1N=C(c2cccs2)CC1c1cccs1 (stereo unspecified),-3%,3%,-12%,-4%,-3%,-1.1%,-23%,1%,5%,14,.
CC(=O)Nc1cc(C(=O)CSc2nnc(C3CC3)n2C2CC2)ccc1O,-2%,?,3%,3%,7%,-0.1%,0%,2%,.,-5,-4%
C1CN(c2nc3nonc3nc2N2C[C@H]3CC[C@H]2C3)CCS1,0%,0%,-8%,3%,2%,-0.3%,3%,0%,.,3,7%
Cc1cccc(C(=O)N2N=C(c3ccc(NS(C)(=O)=O)cc3)CC2c2cccs2)c1 (stereo unspecified),-13%,-9%,?,?,4%,-1.1%,-1%,-4%,3%,-2,-1%
Nn1c(SCC(=O)NCc2ccccc2)nnc1C1CC1,0%,0%,-2%,0%,1%,-0.5%,-4%,4%,.,-6,-1%
O=C(Cn1nnc2ccccc21)c1ccc(Cl)cc1,0%,-10%,?,-12%,2%,-0.7%,-23%,-2%,1%,6,4%
O=C(CCl)N(Cc1ccccc1)c1ccccc1,-5%,-1%,-25%,?,?,-0.3%,-2%,13%,6%,8,0%
